Bioassay records as filed in PubChem.
JMJD2A Tudor = inhibitors of human JMJD2A Tudor domain; Potency, µM (series often up to 114 µM), for the others: top-dose activity change, negative = inhibition, usual class: inhibitors; 4.4% of 390,000 active; O75164; AlphaScreen JMJD2A-Tudor / H3K4me3 peptide binding; note: potency is the fitted concentration of half-maximal effect; % is set by controls: 0 for no effect and ±100 for the full control effect; nearly all actives have a fitted effect of over 50% in size
Pin1 inhibitor = human Pin1 inhibition | Q13526 | Pin1 FP peptide displacement, HiFluor488, 10 min | Potency, µM (titrated, usually from 115 µM), for inactives: top-dose activity, negative = inhibition, hits mostly inhibitors | 0.009% of 390,000 active; active = well fitted inhibition curve with a large enough effect in the polarisation, with a control signal flat, not every such curve was filed as active; inconclusive = small, poorly fitted or top-dose-only effect, or effect the other way, or a change in a side signal; inactive = no such curve, though single readings can be large or run the other way; the % refers to the polarisation; note: potency is the fitted concentration of half-maximal effect; % is set by controls: 0 for no effect and ±100 for the full control effect
Target sequence (Q13526 whole entry, looked up): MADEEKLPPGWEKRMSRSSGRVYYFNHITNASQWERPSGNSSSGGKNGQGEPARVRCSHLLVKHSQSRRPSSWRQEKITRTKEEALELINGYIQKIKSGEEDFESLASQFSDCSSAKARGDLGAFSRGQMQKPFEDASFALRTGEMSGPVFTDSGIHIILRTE
BAZ2B block = blocks human BAZ2B; AlphaScreen BAZ2B-H3K14Ac peptide displacement; AID 504333; 4.4% of 360,000 active; Potency, µM (titrated, usually from 114 µM), without a hit: at the top dose activity change, negative = inhibition, usual class: inhibitors; Q9UIF8; note: potency is the fitted concentration of half-maximal effect; % is set by controls: 0 for no effect and ±100 for the full control effect; nearly all actives have a fitted effect of over 60% in size
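Compounds, titrated to a top concentration of 110 uM, were incubated 30 min at room temperature with preformed BAZ2B/acetyl-K14 H3 peptide complex (50 nM each). Proximity signal was measured by AlphaScreen after 20 min with beads.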
HP1b chromo inh = blocks HP1-beta chromodomain binding to methylated histone tails. AlphaScreen HP1-beta / biotin-H3K9me3 peptide binding. Potency, µM (top dose mostly 114 µM), inactives show at the top dose activity change, negative = inhibition, most hits filed as inhibitors. 0.56% of 390,000 active; note: potency is the fitted concentration of half-maximal effect; nearly all actives have a fitted effect of over 70% in size; inactives centre near 23
Target sequence (P83916 whole entry, looked up): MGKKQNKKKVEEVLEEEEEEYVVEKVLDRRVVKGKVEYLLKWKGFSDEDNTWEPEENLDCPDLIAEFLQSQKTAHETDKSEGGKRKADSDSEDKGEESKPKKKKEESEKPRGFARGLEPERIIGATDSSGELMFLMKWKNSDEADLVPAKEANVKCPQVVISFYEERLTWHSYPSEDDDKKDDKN
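HP1-beta protein (50 nM final) preincubated 30 min at room temperature with biotinylated H3(1-18)K9me3 peptide (50 nM) in PBS pH 7.4, 0.01% Tween-20, then compound added for 30 min. AlphaScreen streptavidin donor/nickel chelate acceptor beads (10 ug/mL final), 30 min dark, luminescence read.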
GLS inhibitor = blocks human kidney-isoform glutaminase activity. O94925. GLS enzymatic activity, qHTS titration. Potency, µM (top dose mostly 45.5 µM), inactives show at the highest dose activity change, negative = inhibition, most hits filed as inhibitors. 0.21% of 410,000 active. AID 624170; note: potency is the fitted concentration of half-maximal effect; % is set by controls: 0 for no effect and ±100 for the full control effect
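Read-out is an Amplex red fluorescence increase coupled through glutamate oxidase and HRP, measured before and after 30 min room-temperature incubation. hKGA is in 45 mM KH2PO4 (pH 8.2) with 0.02% Tween-20; glutamine added as 1mM solution.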
PI4K2A inh = PI4K2A (human) kinase inhibition. purified PI4K2A, ADP-Glo luminescence, 1 h; stronger effect = lower value. activity change, negative = inhibition, % at 76.9 µM. 0.13% of 420,000 active. AID 1346378; in the data active = activity change below about -50%; inconclusive = mostly about -30% to -49%;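 note: -100% = wells without enzyme as full effect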
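PI4K2A activity was measured by ADP-Glo luminescence: enzyme (4 ug/mL stock) and phosphatidylinositol (1.2 mM stock) in Tris pH 7.5/MgCl2/EGTA/Triton X-100 buffer were reacted with ATP (300 microM stock) for one hour at ambient temperature.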
G9a inh = inhibitors of human histone lysine methyltransferase G9a; Q96KQ7; G9a H3K9 monomethylation, AlphaScreen, 2 h; Potency, µM (series often up to 102 µM), for the others: at the top dose activity, negative = inhibition, actives largely listed as inhibitors; 8.8% of 350,000 active; AID 504332; note: potency is the fitted concentration of half-maximal effect; % is set by controls: 0 for no effect and ±100 for the full control effect; nearly all actives have a fitted effect of over 75% in size
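Readings reflect AlphaScreen signal from monomethyl-H3K9 antibody detection. HMT at 20 nM; substrate b-H3K9 500 nM; cofactor SAM 20 uM; 2 h RT reaction; compounds tested as titrations in qHTS with 15 min preincubation.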
PGK inhibitor = T. brucei PGK inhibition; Potency, µM (highest dose often 57.5 µM), for the others: at the highest dose activity change, negative = inhibition, usual class: inhibitors; P07378; 0.043% of 380,000 active; AID 602233; PGK/GAPDH coupled, Kinase-Glo luminescence, 60 min; note: potency is the fitted concentration of half-maximal effect; % is set by controls: 0 for no effect and ±100 for the full control effect; nearly all actives have a fitted effect of over 60% in size
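Luminescent ATP detection (Kinase-Glo Plus) follows a 60-minute room-temperature incubation, with wells lacking PGK as controls. Buffer: 100 mM TEA (pH 7.6), 5 mM MgCl2, 0.01% Tween-20. Coupling enzyme GAPDH (100 nM final) supplies unstable 1,3-BPG in-well.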
POLH inh = blocks human DNA polymerase eta activity; Q9Y253; recombinant Pol eta, fluorescent DNA replication assay; Potency, µM (titrated, usually from 114 µM), for the others: at the top dose activity change, negative = inhibition, most hits filed as inhibitors; 1.2% of 390,000 active; note: potency is the fitted concentration of half-maximal effect; % is set by controls: 0 for no effect and ±100 for the full control effect
Target sequence (Q9Y253 whole entry, looked up): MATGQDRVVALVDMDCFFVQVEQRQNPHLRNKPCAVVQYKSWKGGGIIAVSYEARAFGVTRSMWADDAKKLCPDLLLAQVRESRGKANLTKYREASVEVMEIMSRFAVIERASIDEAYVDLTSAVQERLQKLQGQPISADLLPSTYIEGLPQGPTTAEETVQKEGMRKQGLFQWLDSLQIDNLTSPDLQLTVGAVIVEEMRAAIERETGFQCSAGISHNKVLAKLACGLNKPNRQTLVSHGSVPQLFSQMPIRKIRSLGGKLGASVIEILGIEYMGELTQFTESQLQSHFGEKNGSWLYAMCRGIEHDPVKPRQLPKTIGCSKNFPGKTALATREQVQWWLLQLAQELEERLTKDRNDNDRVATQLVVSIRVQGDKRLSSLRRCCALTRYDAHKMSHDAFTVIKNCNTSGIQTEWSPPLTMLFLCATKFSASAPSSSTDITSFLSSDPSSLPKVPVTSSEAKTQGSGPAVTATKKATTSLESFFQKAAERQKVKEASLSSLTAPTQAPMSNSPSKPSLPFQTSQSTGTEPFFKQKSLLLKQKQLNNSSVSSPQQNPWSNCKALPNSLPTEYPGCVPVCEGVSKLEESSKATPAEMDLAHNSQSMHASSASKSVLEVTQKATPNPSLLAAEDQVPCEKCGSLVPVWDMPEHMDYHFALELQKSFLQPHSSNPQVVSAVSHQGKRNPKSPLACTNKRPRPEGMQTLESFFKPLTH
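Fluorescent replication assay: 50 nM final substrate added after a 15 min room-temperature compound preincubation with 10 nM enzyme. Signal taken at 0 min and again at 10 min.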
Numbers without * were called inactive; i = inactive; u = inconclusive; x = no result given; & = joins results of further samples; [ ] = dose if it differs, or a comment. Unless noted, calls come from the whole dose curve; as a rule, active = well fitted curve in the direction sought with a large enough effect; inconclusive = small, poorly fitted or top-dose-only effect, or another doubt; inactive = no such curve, though single readings can be large; an effect the other way counts as inactive or inconclusive. A portion of the library; count on the stated rates, not on these rows.

JMJD2A Tudor	Pin1 inhibitor	BAZ2B block	HP1b chromo inh	GLS inhibitor	PI4K2A inh	G9a inh	PGK inhibitor	POLH inh	Compound
-8%	-12%	6%	27%	4%	9	15%	i	-11%	CCOC(=O)C1=C(C)N=C(/N=C/N(C)C)SC1c1ccccc1 (stereo not drawn)
-17%	8%	-24%	36%	3%	4	4%	-3%	-14%	NS(=O)(=O)c1ccc(CNS(=O)(=O)c2ccc3ccccc3c2)cc1
-8%	0%	-3%	34%	5%	0	-11%[12.7 µM]	8%	-19%	Cc1ccc(NC(=O)COC(=O)c2c[nH]c3ccccc23)cc1C
4%	-4%	10%[57.1 µM]	34%	11%	2	25%	3%	-6%	Cc1c(-c2ccccc2)nc(N)c(C#N)c1-c1cccs1
-12%	-2%	-11%	61%[activator]	-9%	0	-31%	i	-11%	Cc1ccc(N2C(=O)[C@@H]3C(c4ccc(F)cc4)=NO[C@@H]3C2=O)cc1
-1%	2%	8%	23%	0%	-19	29%[12.7 µM]	-26%	-3%	COc1ccc(C(=O)Nc2ccc(F)cc2F)cc1
-5%	-6%	2%	17%	3%	-1	1%[12.7 µM]	-5%	4%	CS(=O)(=O)N1CCCC(C(=O)NCc2ccccc2Cl)C1 (stereo not drawn)
-11%	-1%	1%	41%[activator]	17%	-1	-3%[12.7 µM]	x	7%	CC(=O)N1CCN(Cc2nc3cc(NS(C)(=O)=O)ccc3n2C)CC1
-4%	-6%	6%	-1%	0%	-6	u	-4%	-6%	CCN1CCN(C(=O)CCNC(=O)Cn2cnc3ccccc3c2=O)CC1
-17%	2%	x	19%	5%	-3	4%	2%	-3%	Cc1ccc(OCC(=O)N2CCc3ccccc3C2)c([N+](=O)[O-])n1
-11%	-1%	3%	0%	-5%	0	-8%	i	-9%	O=C(Nc1nnc(-c2ccccc2F)s1)c1ccccc1F
-13%	-4%	-9%	32%	-4%	8	x	-7%	-17%	CC(=O)NC(CC(=O)O)c1ccccc1 (stereo not drawn)
-7%	6%	12%	4%	-4%	-6	34%[59 µM]	-4%	-9%	Cc1nn(CCC(N)=O)c2nc(-c3cccs3)cc(C(F)(F)F)c12
-3%	1%	-14%	36%	4%	1	4%	-6%	-8%	CCCCCn1c(=O)c2ccccc2n2c(CCl)nnc12
-26%	-7%	1%	26%	14%	5	10µM*	-3%	-1%	CCOc1ccc(S(=O)(=O)N/N=C2/CCCC(=O)C2)cc1
-19%	-2%	-2%	23%	28%	-1	u	0%	5%	Cc1ccc(C)c(NC(=S)NNC(=O)c2ccc(Br)o2)c1
-9%	1%	-36%	21%	1%	-6	0%	i	-8%	CC(=O)c1c(C)nc(-c2ccccc2)nc1N
56µM*	4%	16%	17%	0%	1	10µM*	i	-5%	CCN(CC)C(=O)CSC1=C(C#N)C(c2cccs2)C=C(C)N1 (stereo not drawn)
-10%	-1%&-2%	-6%	18%&15%	10%&3%	0&-2	11µM*	-1%	-2%&6%	Cc1cc(C)c(NC(=O)CN2CCN3CCCC3C2)c(C)c1 (stereo not drawn)
9%	-6%	-1%	50%[activator]	2%	2	x	0%	-20%	CC(=O)OC(C(=O)NC1CCCCC1)c1ccc(Cl)c(Cl)c1 (stereo not drawn)
6%	-2%	u	33%	-15%	1	20%[59 µM]	-9%	-12%	Cn1c2c(c(=O)n(C)c1=O)C(CC(=O)Nc1ccc(F)cc1)C(=O)N2 (stereo not drawn)
u	-1%	x	17%	-4%	8	x	-1%	-26%	C=CCOc1ccc2c(c1)CCC1C2CCC2(C)C(O)C(O)CC12 (stereo not drawn)
7%	-3%	-2%	44%[activator]	6%	-1	-5%[12.7 µM]	-2%	5%	O=C1CSC(c2cccc(F)c2)N1c1ccccc1F (stereo not drawn)
-26%	1%	-4%	14%	3%	-4	-16%	-8%	-18%	CCOc1ccc2nc(NC(=O)C(NS(=O)(=O)c3cccc4nsnc34)C(C)C)sc2c1 (stereo not drawn)
11%	-8%	3%	24%	1%	3	27%[12.7 µM]	1%	-6%	Cc1nn(CC#N)c(=O)n1-c1ccccc1
-18%	30%[activator]	-4%	18%	1%	3	40µM*	-1%	-10%	CCCS(=O)(=O)c1nc(S(=O)(=O)c2ccc(C)cc2)c(NCc2ccco2)s1
-13%	0%	32%	27%	3%	-4	26%[59 µM]	-12%	-2%	COc1cccc(-n2cnc3scc(-c4cccs4)c3c2=O)c1
u	-10%	u	-2%	3%	4	6%[12.7 µM]	-6%	-16%	COc1ccc(CCN2C(=O)c3[nH]nc(-c4ccccc4O)c3C2c2ccc(C)cc2)cc1OC (stereo not drawn)
-10%	9%	x	38%	-7%	4	x	-2%	-20%	CCCC[C@@H]1CN=C(N)N1CC(C)(C)C
-7%	-4%	-1%	35%	-8%	-1	u	-9%	-23%	Cc1nn(C2CCS(=O)(=O)C2)c2nc(C3CC3)cc(C(=O)Nc3cccc(C#N)c3)c12 (stereo not drawn)
-16%	u	u	-11%	-17%	0	33%[59 µM]	i	u	CCCCN(C)C1=CC2=CC(=C(C#N)C#N)CCC2CC1 (stereo not drawn)
-21%	-3%	1%	26%	-4%	3	-13%[59 µM]	-3%	20%	CCc1ccc(NC(=O)Cn2c(=O)n(-c3cccc(OC)c3)c(=O)c3c(C)c(C(=O)N(C)C)sc32)cc1
3%	6%	-15%	20%	8%	1	-3%	6%	-1%	CN(C)S(=O)(=O)c1ccc(Cl)c(NC(=O)COC(=O)c2ccc(O)cc2)c1
-27%	5%	-14%	-17%	-10%	3	5%	-2%	-12%	C#CCOc1nc(Nc2cccc([N+](=O)[O-])c2)nc(OCC#C)n1
56µM*	u	50µM*	-25%	-4%	-6	50µM*	-23%	56µM*	CCOc1cc(/C=C(\C#N)C(=O)Nc2cccc(C(=O)O)c2)ccc1OCc1ccccc1Cl
2%	-1%	-16%	50%[activator]	-2%	-2	-1%	-4%	-25%	CCOc1ccc(/C=N/NC(=O)CNC(=O)c2ccc(S(=O)(=O)N3CCOCC3)cc2)cc1
2%[57.1 µM]	-12%	-17%	49%[activator]	1%	3	-26%[59 µM]	-9%	3%	Cc1cc(N2C(=O)C3CC=CC(C)C3C2=O)no1 (stereo not drawn)
-4%	-2%	x	25%	-2%	-4	x	0%	-6%	CCN1CCC(O)(C(C(=O)O)c2ccccc2)CC1 (stereo not drawn)
-24%	0%	-27%	18%	-10%	-5	u	i	-25%	Cc1c(C(=O)Nc2ccc3c(c2)OCCO3)sc2ncnc(N3CCCCC3C)c12 (stereo not drawn)
40µM*	u	25µM*	22µM*	u	-8	u	-27%	13µM*	Cc1ccc(CNC(=O)c2ccc(-n3cccc3)cc2)cc1
-6%	-5%	-2%	-5%	-13%	3	-1%[59 µM]	-6%	-2%	Cc1ccc2sc(N3CCN(C(=O)CCS(=O)(=O)c4ccc(Cl)cc4)CC3)nc2c1C
-19%[57.1 µM]	-2%	-8%	u	-4%	-1	u	7%	-7%	Fc1ccc2[nH]c3c(NCCN4CCOCC4)ncnc3c2c1
-2%	-1%	-3%	46%[activator]	0%	4	x	-1%	-20%	Cc1ccc(S(=O)(=O)Nn2cnnc2)cc1
-24%	2%	-16%	1%[57 µM]	-5%	-3	-3%[59 µM]	-6%	-11%	CCOc1ccccc1NC(=O)NCc1ccc2c(c1)CCN2C(=O)c1ccccc1
-4%	-2%	-3%	31%[activator]	-1%	1	21%[12.7 µM]	3%	-4%	CC1CCCCC12NC(=O)N(CC(=O)N(C)Cc1nc3ccccc3c(=O)[nH]1)C2=O (stereo not drawn)
-8%	6%	12%	12%	8%	-2	-3%[12.7 µM]	-9%	2%	Cc1nn(C)c(C)c1CNC(=O)c1cc2n(n1)C(C(F)(F)F)CC(c1cccs1)N2 (stereo not drawn)
8%	-4%	-2%	47%	9%	8	-4%[59 µM]	i	1%	CC(=O)C1=C(c2ccc(C)cc2)N(C(C)=O)n2c(nnc2C2CCCCC2)S1
-19%	-1%	-15%	20%	4%	-3	9%[59 µM]	-12%	-8%	O=C(Nc1ccc(Cl)cc1)C(NS(=O)(=O)c1cccs1)c1ccccc1 (stereo not drawn)
-12%	0%	0%	43%[activator]	13%	3	12%	2%	-7%	Cc1ccc(CNC(=O)CCS(=O)(=O)c2ccc(C)cc2)cc1
25µM*	0%	-5%	19%	0%	-2	u	-1%	-13%	COc1ccc(C(=O)NNC(=O)C(=O)N2CCCCC2)cc1OC
-22%	25%	-5%	9%	18%	-1	-10%[59 µM]	10%	-16%	CCOc1ccc(S(=O)(=O)c2c(C(=O)c3ccc(C)cc3)cnc3cc4c(cc23)OCCO4)cc1
-20%	3%	8%	-13%	-4%	1	u	-9%	-9%	O=C(COC(=O)COc1ccc(Cl)cc1)NCCNC(=O)COC(=O)COc1ccc(Cl)cc1
-12%	0%	x	25%	-1%	-2	x	-8%	-15%	COc1ccc(CNC(=O)C[C@H]2C[C@H](C(=O)N3CCOCC3)[C@@]3(C)c4[nH]c5ccc(Cl)cc5c4CCN3C2=O)cc1OC

Entries from the list above with a COOH group:
JMJD2A Tudor	Pin1 inhibitor	BAZ2B block	HP1b chromo inh	GLS inhibitor	PI4K2A inh	G9a inh	PGK inhibitor	POLH inh	Compound
-13%	-4%	-9%	32%	-4%	8	x	-7%	-17%	CC(=O)NC(CC(=O)O)c1ccccc1 (stereo not drawn)
56µM*	u	50µM*	-25%	-4%	-6	50µM*	-23%	56µM*	CCOc1cc(/C=C(\C#N)C(=O)Nc2cccc(C(=O)O)c2)ccc1OCc1ccccc1Cl
-4%	-2%	x	25%	-2%	-4	x	0%	-6%	CCN1CCC(O)(C(C(=O)O)c2ccccc2)CC1 (stereo not drawn)
